High-throughput results from PubChem BioAssay.
Peg3 promoter = inhibitors of Peg3 promoter; HeLa PEG-Prom luciferase reporter, luminescence, overnight; 1.7% of 360,000 active; AID 588405; inhibition, % at 20 µM;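 active = inhibition of at least 50% at 20 µM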
MITF TRPM1 inh = reduces MITF-dependent TRPM1 promoter luciferase signal; SK-MEL-5 TRPM1 promoter luciferase, 24 h; inhibition, % at 12.5 µM; 0.83% of 330,000 active; AID 488899;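 active = mean inhibition across replicates of 60% or more, whatever share of single replicates reaches that level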; note: values of inactives mirror those of a sister screen read the other way
aDG glyco up = increases alpha dystroglycan glycosylation; Pro5-aDG cells, alpha-DG glycosylation AlphaScreen (IIH6); 0% Pro5, 100% B10-LARGE cell signal; activation, % at 10 µM; 0.22% of 360,000 active; AID 624168;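 active = activation of at least 8% versus controls, or a plate z-score of at least 8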;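 note: Pro5 are CHO cells carrying HIG-tagged alpha-DG that lacks glycosylation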
KKLEB cytotox = CF airway cell cytotoxicity counter-screen | KKLEB CF airway cells viability, ATPlite luminescence, overnight; active compounds read low; cells stimulated with P. aeruginosa culture filtrate | activity change (cytotoxicity), % at 5 µM | 0.36% of 360,000 active;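 active = corrected activity change at or below -50% at 5 µM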
TWEAK-Fn14 inh = TWEAK-Fn14 signaling inhibition; TWEAK-stimulated Fn14 reporter cells, luciferase luminescence, 8 h; inhibition, % at 10 µM; 2% of 360,000 active; in the data active = inhibition above about 50%
Shn3 3UTR inh = reduces Shn3 3'UTR luciferase signal in osteoblasts. Clone20 osteoblast Shn3 3'UTR firefly luciferase, 24 h. inhibition, % at 12.5 µM. 0.52% of 360,000 active. AID 588674;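 active = mean inhibition of at least 75% with every replicate also reaching 75%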;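 note: 0% = median of neutral control wells and 100% = pilot-screen positive control compound; some compounds past the cut are filed as inactive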
iPSC survival up = increases survival of single human iPS cells. AID 602274. 0.044% of 360,000 active. hiPSC single-cell survival, ATPlite luminescence; 100% = ROCK inhibitor wells, 0% = DMSO. survival enhancement, % at 20 µM; in the data active = survival enhancement above about 18%;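 note: cells exposed to compounds for 16 hours before the ATP read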
HIF-2a block = inhibitors of HIF-2a; 786-0 RCC cells HIF-2a reporter, luciferase luminescence, overnight; inhibition, % at 18.8 µM; 0.72% of 360,000 active;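 active = inhibition of the luminescence signal of 40% or more relative to plate controls, in a single-dose primary screen at 18.75 µM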
NR2E3 ag-1 = activates human NR2E3 receptor | Q9Y5X4 | CHO-S Gal4-NCOR/VP16-NR2E3 two-hybrid, luciferase | inhibition of corepressor binding, % at 3.98 µM | 0.35% of 360,000 active | AID 602229;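 active = inhibition above the mean of all tested compounds plus 3 SD, cut at about 70% in these data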;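 note: 0% = DMSO with NR2E3 transfected cells and 100% = cells lacking NR2E3 construct; higher means lower luciferase signal from less NR2E3 corepressor binding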
Target sequence (Q9Y5X4 whole entry, looked up, the tested form may be a part): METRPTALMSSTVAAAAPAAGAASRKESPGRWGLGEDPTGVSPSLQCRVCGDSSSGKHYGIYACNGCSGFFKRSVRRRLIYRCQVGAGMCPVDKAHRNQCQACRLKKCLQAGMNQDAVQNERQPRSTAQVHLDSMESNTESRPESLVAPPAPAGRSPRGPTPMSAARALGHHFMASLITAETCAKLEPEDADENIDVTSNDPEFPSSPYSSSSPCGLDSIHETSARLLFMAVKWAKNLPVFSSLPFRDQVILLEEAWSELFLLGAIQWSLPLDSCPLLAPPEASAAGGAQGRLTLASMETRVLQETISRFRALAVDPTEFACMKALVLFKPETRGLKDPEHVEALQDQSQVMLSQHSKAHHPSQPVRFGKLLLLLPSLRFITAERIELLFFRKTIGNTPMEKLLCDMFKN
NR2E3 ag-2 = activates human photoreceptor nuclear receptor NR2E3. inhibition of corepressor binding, % at 4.78 µM. 0.12% of 320,000 active. Q9Y5X4. GST-NR2E3/biotin-RetCOR TR-FRET, 1536-well. AID 2300;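 active = percent inhibition above the cutoff of mean plus 3 SD of all tested compounds, set per screening campaign, cut at about 20% in these data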;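 note: 0% = DMSO wells and 100% = biotin wells as full block of FRET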
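System: GST-tagged NR2E3 plus biotinylated RetCOR corepressor; Buffer or medium: pH 7.5 Tris-based buffer; Probe or stimulus: RetCOR corepressor, biotinylated, 7 nM; Doses: compound at 4.8 µM, single dose; Schedule: 5 h incubation at 4 °C; Technique: time-resolved FRET; Evaluation: percent inhibition of TR-FRET ratio; Replication: one well per compound, singlicate testing.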
CF NFkB inh = inhibitors of cystic fibrosis induced NF-kB. KKLEB NF-kB-GFP reporter, PAF-induced, GFP fluorescence overnight. inhibition, % at 5 µM. 0.86% of 360,000 active;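 active = at least 50% inhibition at 5 µM, scaled per plate between neutral and stimulator controls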;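 note: PAF is a Pseudomonas aeruginosa culture filtrate used as stimulus; plate controls were PAF-stimulated DMSO wells for no effect and unstimulated DMSO wells for full effect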
* hit, by the source's call; nt = not tested or not shown.

The line under a structure holds: Peg3 promoter	MITF TRPM1 inh	aDG glyco up	KKLEB cytotox	TWEAK-Fn14 inh	Shn3 3UTR inh	iPSC survival up	HIF-2a block	NR2E3 ag-1	NR2E3 ag-2	CF NFkB inh
1	Cc1ccc(S(=O)(=O)Nc2cc(=O)[nH]c(SCC(=O)Nc3ccccc3Cl)n2)cc1
    10	10	1.0	1	4	21	-0.1	2	17	nt	-6
2	CC1=C(C(=O)Nc2ccccc2C(F)(F)F)C(c2sccc2C)NC(=S)N1 (centres undefined)
    20	8	-0.1	5	-2	10	-2.9	12	-15	0	-4
3	O=C(CSc1nc(Nc2ccccc2)nc(N2CCOCC2)n1)NC1CCCCC1
    6	23	-0.2	7	-13	6	-0.3	16	1	-1	16
4	O=C(NCc1ccc2c(c1)OCO2)C(C(=O)c1ccccc1)n1cc(Cl)ccc1=O (centres undefined)
    0	10	0.0	5	13	-38	0.6	10	25	5	-6
5	C=C(C)CN(CC)C(=O)CCc1nnc(CCCc2ccccc2)o1
    -239	-55	0.3	3	-36	-44	5.8	-265	-75	1	-1
6	O=S(=O)(NCc1cccs1)c1ccccc1Cl
    12	0	-0.1	13	-11	-6	0.1	3	-3	-3	1
7	Cc1cccc(N(CC(=O)NC(C)C)C(=O)CCC(=O)Nc2nccs2)c1
    17	2	-0.1	4	-26	-11	-0.6	17	-23	-1	12
8	O=C(Nc1ccccc1)N1CCCC(c2nc(-c3cccs3)no2)C1 (centres undefined)
    -27	-35	0.3	-13	-13	-2	1.2	-91	-19	-2	3
9	Cc1cc(=O)oc2c3c(cc(OCC(=O)NCCC(=O)N[C@@H](C)C(=O)O)c12)OC(C)(C)CC3
    5	-1	-0.2	5	-1	-1	-0.7	14	-9	nt	10
10	Cc1ccc(O)c(N=Nc2nccs2)c1
    -6	20	0.3	4	-19	93*	-0.6	-6	-15	-6	8
11	O=C(Nc1ccc2c(c1)OCO2)c1noc2c1CCCCC2
    -173	-2	-0.1	17	36	-28	-3.9	-155	-132	0	-28
12	CC1CC(C)CN(S(=O)(=O)c2ccc(NC(=O)[C@@H]3CCCN3C(=O)c3cccs3)cc2)C1 (some centres undefined)
    -5	2	0.2	1	7	62	0.1	10	-7	0	13
13	COc1ccc(C(=O)NC2CC2)cc1OC1CCN(Cc2ccc(F)cc2F)CC1
    24	9	0.1	11	-16	12	-0.5	10	-3	0	-4
14	CCOC(=O)C(C)n1cnc2sc3c(c2c1=O)CCC3 (centres undefined)
    11	-9	0.0	-5	-14	-11	3.0	1	8	-1	7
15	Cc1ccc(C(=O)N/N=C/c2ccc(S(=O)(=O)O)o2)c(Cl)c1
    -2	11	0.0	0	3	5	-1.7	1	-18	-1	13
16	OCC[C@@H]1C[C@@H](O)[C@H](O)[C@@]2(Cc3ccccc3CCO2)O1
    5	7	-0.2	6	1	-23	-1.9	1	-11	4	2
17	N=c1c(C(=O)NCCc2ccccc2)cc2c(=O)n3ccccc3nc2n1CCCN1CCOCC1
    -29	-5	0.2	-6	-1	13	0.5	12	1	8	5
18	CC1CCN(C(=O)CN2C(=O)NC3(CCCCCC3)C2=O)CC1
    -23	-3	0.1	-13	-1	5	0.2	-16	3	2	2
19	CC(C)(C)c1ccc(OCC(=O)N/N=C/c2cc(Br)ccc2OC(=O)c2ccco2)cc1
    34	42	0.8	-9	7	51	-1.6	10	1	1	13
20	CCOC(=O)Cc1ncccc1C(=O)Nc1ccc(Oc2ccccc2)cc1
    -8	15	-0.2	1	-7	21	2.1	3	7	-1	-24

Copied from above: compounds 11 to 12
The line under a structure holds: Peg3 promoter	MITF TRPM1 inh	aDG glyco up	KKLEB cytotox	TWEAK-Fn14 inh	Shn3 3UTR inh	iPSC survival up	HIF-2a block	NR2E3 ag-1	NR2E3 ag-2	CF NFkB inh
11	O=C(Nc1ccc2c(c1)OCO2)c1noc2c1CCCCC2
    -173	-2	-0.1	17	36	-28	-3.9	-155	-132	0	-28
12	CC1CC(C)CN(S(=O)(=O)c2ccc(NC(=O)[C@@H]3CCCN3C(=O)c3cccs3)cc2)C1 (some centres undefined)
    -5	2	0.2	1	7	62	0.1	10	-7	0	13

Next compounds:
The line under a structure holds: Peg3 promoter	MITF TRPM1 inh	aDG glyco up	KKLEB cytotox	TWEAK-Fn14 inh	Shn3 3UTR inh	iPSC survival up	HIF-2a block	NR2E3 ag-1	NR2E3 ag-2	CF NFkB inh
21	Cc1oc(-c2ccc(Cl)cc2)nc1CS(=O)CC(=O)NC1CCCCC1 (centres undefined)
    -4	3	-0.3	-3	-4	-11	-0.1	-18	-20	3	9
22	Cc1ccc(Cc2c(-c3ccc(C)cc3)nc3ccc(Cl)cn23)cc1
    -52	nt	0.1	1	-29	-58	2.8	-158	-40	nt	21
23	COc1ccc(NC(=O)c2sc3nc(N4CCOCC4)c4c(c3c2N)CC(C)(C)OC4)c(OC)c1
    37	9	-0.2	-29	-11	66	-0.5	0	-23	0	41
24	CSc1ncccc1C(=O)N1CCN(S(=O)(=O)c2ccc3c(c2)OCCO3)CC1
    -6	8	-0.1	4	-12	15	-0.5	7	3	nt	14
25	O=C(CSc1nnnn1Cc1ccccc1)c1ccccc1
    -70	-10	0.0	4	-5	-6	-2.2	-81	-10	1	1
26	N#CCC(=O)Nc1ccc(C(=O)NNC(=O)c2ccccc2-n2cccc2)cc1
    -3	8	-0.1	4	11	3	-0.3	9	-44	2	4
27	Cc1nn(C)c(Oc2ccc(Cl)cc2)c1C(=O)O
    9	0	-0.2	-6	-14	9	1.5	9	-6	-2	7
28	COc1ccc(NC(=O)CSc2ccc(F)cc2)cc1S(=O)(=O)N1CCCCC1
    2	-3	0.1	3	20	2	0.2	-18	-8	-1	-30
29	CNc1cncc(-c2ccc(CN(C)C)cc2)n1
    -259	nt	0.8	13	5	-81	-1.6	-174	-28	nt	-6
30	CCOc1cc(NC(=O)C(C)C)c(OCC)cc1NC(=O)Nc1ccccc1
    9	-14	0.0	12	-9	6	1.0	20	5	4	5
31	O=C(Nc1ccc(Cl)c(S(=O)(=O)N2CCCC2)c1)c1cc(=O)[nH]c2ccccc12
    20	15	0.0	-10	13	9	-0.2	7	-20	nt	-2
32	COc1ccc(-c2csc(NC(=O)C3CC(=O)N(Cc4ccco4)C3)n2)cc1 (centres undefined)
    -10	3	0.4	-2	23	9	-0.1	-18	-18	-3	0
33	O=C(Nc1nnc(C2CC2)o1)c1ccc(S(=O)(=O)N2CCCCC2)cc1
    11	8	-0.2	-2	-27	10	-0.4	16	1	-1	-1
34	COc1ccc(C(NC(=O)c2ccco2)c2ccc(OC)c(OC)c2)cc1OC
    3	-3	-0.1	-9	20	6	-1.5	-29	8	2	-15
35	O=C(CSc1nnc2ccccn12)NCCc1ccc(Cl)cc1
    -3	-15	-0.1	-11	-1	1	0.8	7	-9	2	2
36	CC(C)C(=O)N1CCCC1(C)C(=O)Nc1ccc(-n2cccc2)cc1 (centres undefined)
    9	nt	0.0	14	0	-7	2.3	13	20	nt	0
37	Cc1ccc(C(=O)Nc2c(-c3cccs3)c(=O)c3ccccc3n2C)cc1
    15	13	0.0	-1	-9	3	2.7	4	-20	1	5
38	COc1ccccc1N1CCN(C(=O)c2cc3cc(F)ccc3[nH]2)CC1
    24	18	0.0	-7	3	10	0.0	-28	-19	2	4
39	COc1ccc(-c2cc3c(=O)n(CC(=O)N4CCN(C)CC4)ncn3n2)cc1
    -136	-28	0.2	7	-13	-47	-4.1	-145	-46	0	-18
40	C/C(N)=C(/C#N)C(=O)COC(=O)CNS(=O)(=O)c1ccc(F)c(F)c1F
    4	-6	-0.1	-3	1	-1	0.3	10	-33	2	-3
41	COC(=O)c1ccc(C2C3=C(Nc4nnnn42)c2ccccc2OC3)cc1 (centres undefined)
    -22	15	0.7	0	12	-5	0.9	-3	-9	-3	2
42	CC1(C)OC(C)(C)/C(=C/Nc2ccc(O)cc2)C1=O
    7	-6	-0.4	-10	13	0	-0.2	9	-4	4	29
43	CCCn1c(SCC(=O)NC2CCCCC2)nnc1-c1ccncc1
    7	12	0.0	-2	-14	3	5.9	16	17	5	3
44	O=C(N/N=C\c1cccnc1)c1ccc(Cl)s1
    -63	-27	-0.4	-2	-5	-33	-0.3	-77	-23	nt	-1
45	CCn1c(CN2CCOCC2)nnc1SCC(=O)Nc1ccccc1Cl
    12	9	-0.1	1	15	-9	-0.3	2	-9	1	6
46	CN(C)/C=C1/C=C(c2ccccc2)OC1=O
    -34	-24	-0.2	7	7	-6	-2.3	-6	-8	-4	7
47	CCOC(=O)/C(=C\C=C1/Sc2cc(OCC)c(OCC)cc2N1CC)C(C)=O
    26	3	0.0	14	-24	35	3.6	8	11	-5	-102
48	CCN1C(=O)CC(C(=O)Nc2ccc(F)cc2)SC1=Nc1ccc2c(c1)OCO2 (centres undefined)
    1	-2	0.1	-11	-14	8	-1.2	-26	-4	-5	-5
49	CCOC(=O)C(C(=O)OCC)C(C)C#CCN1CCCCC1 (centres undefined)
    -1	-3	0.2	-1	-7	9	0.1	6	1	0	5
50	O=C1OCCN1C(=O)[C@H]1[C@H](c2ccc(F)cc2)C(c2ccc(F)cc2)=NN1c1ccc(Br)cc1
    14	6	0.1	-9	3	-6	-2.5	-3	0	-1	22
51	COC(=O)c1c(-c2ccc(S(C)(=O)=O)cc2)sc2ccc(OC)cc12
    -252	-91	0.5	0	-51	-56	-2.6	-295	-96	nt	5
52	Nc1nnc(SCC(=O)OCC(=O)Nc2ccc(Br)cc2F)s1
    9	6	-0.1	0	5	6	-0.9	15	-12	-1	-2
53	O=C(C1=NN(c2ccccc2)C(=O)CC1)N1CCc2ccccc2C1
    6	10	0.0	6	10	5	-0.4	6	-20	0	-14
